# Source: PubChem BioAssay
# CASP6 VEID inh = human caspase-6 inhibitors, primary screen, biochemical, VEID-R110 fluorescence, single point, set 2; P55212; purified caspase-6, Z-VEID-R110 cleavage fluorescence; inhibition, % at 12.5 µM; 350,000 tested, 0.53% active;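 active = mean inhibition across replicates at least about 35%, with every replicate also reaching that limit, limit read from the data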;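 also: 0% = median of neutral control wells and 100% = no fluorescence left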
# Target sequence (P55212 24-179 limits assumed): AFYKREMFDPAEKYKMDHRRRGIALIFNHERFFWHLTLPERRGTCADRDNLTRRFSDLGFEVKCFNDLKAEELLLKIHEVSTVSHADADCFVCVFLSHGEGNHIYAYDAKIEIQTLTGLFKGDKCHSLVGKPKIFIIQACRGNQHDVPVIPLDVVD
# Target sequence (P55212 194-293 limits assumed): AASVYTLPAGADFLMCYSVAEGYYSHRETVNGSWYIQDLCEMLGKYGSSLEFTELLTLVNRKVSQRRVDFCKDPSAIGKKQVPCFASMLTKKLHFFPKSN
# RAD52 anneal inh = RAD52 DNA annealing inhibitors, primary screen, biochemical, FRET, single point, set 2. recombinant RAD52 DNA annealing, FRET fluorescence. DNA repair protein RAD52 homolog (Homo sapiens), P43351. AID 651710, 2012. inhibition, % at 18.7 µM. 360,000 tested, 0.46% active;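 active = every replicate showing at least 50% inhibition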
# Target sequence (P43351 whole entry, looked up): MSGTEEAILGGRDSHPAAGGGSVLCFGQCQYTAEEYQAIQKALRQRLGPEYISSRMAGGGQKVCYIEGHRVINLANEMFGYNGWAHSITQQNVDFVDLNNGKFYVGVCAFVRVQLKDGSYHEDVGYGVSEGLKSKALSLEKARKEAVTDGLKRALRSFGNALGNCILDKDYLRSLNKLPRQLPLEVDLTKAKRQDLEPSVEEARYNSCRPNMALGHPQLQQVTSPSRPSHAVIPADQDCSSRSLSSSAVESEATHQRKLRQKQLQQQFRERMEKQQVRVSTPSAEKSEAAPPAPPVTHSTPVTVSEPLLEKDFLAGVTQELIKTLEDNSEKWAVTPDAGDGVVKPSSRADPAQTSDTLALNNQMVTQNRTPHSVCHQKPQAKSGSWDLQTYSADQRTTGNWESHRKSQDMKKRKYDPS
# DENV2 CPE rescue = inhibitors of DENV2 cytopathic effect, primary screen, cell-based, plate reader, single concentration | DENV2-infected cells, cytopathic effect rescue | CPE inhibition, % at 9.99 µM | 350,000 tested, 1.7% active; in the data active = CPE inhibition above about 20%, passing the limit was not always enough; tested in BHK-21 cells;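 also: 0% = median of neutral control wells and 100% = median of positive control wells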
# XiGFP reactiv = activators of inactive X chromosome reactivation, primary screen, imaging, XiGFP fibroblasts, GFP high-content imaging, set 2 | activation, % at 7.58 µM | XiGFP mouse fibroblasts, % GFP-positive cells imaging, 3 d; cells co-treated with 5-aza-dC sensitizer; scaled so ellipticine positive control = 100% | 360,000 tested, 0.055% active | AID 743238, 2013;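 active = mean normalized replicate activation at least 10% and every replicate at or above 10%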;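 also: 0% = median of on-plate neutral control wells and 100% = ellipticine 6 µM median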
#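 System: SV40-immortalized XiGFP fibroblast cells, line 68-5-11 / Incubation: 3-day compound exposure, then 15 min fixation at room temperature / Compound: single concentration per compound, delivered by pin transfer / Buffer or medium: DMEM plus 5-aza-dC sensitizer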
# RAD54 branch = inhibitors of human RAD54 branch migration, primary screen, biochemical, fluorescence, single point. inhibition, % at 10.4 µM. RAD54 Holliday junction branch migration, FAM/BHQ fluorescence. AID 602329, 2012. 360,000 tested, 0.14% active. DNA repair and recombination protein RAD54-like (Homo sapiens), Q92698;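 active = mean normalized replicate activity at least 40 and at least half of replicates scoring 40 or more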;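 also: 0% = median of neutral control wells and 100% = median of positive control wells; inhibitors cause a drop in the FAM fluorescence signal; in these data hits start at about 50%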
# INS-1E GSIS act = GLuc luminescence reporter in INS-1E cells, primary screen for activators of glucose-dependent secretion of insulin; 370,000 tested, 0.61% active; activation, % at 16.6 µM; AID 743287, 2014; INS-1E GLuc reporter insulin secretion, 2-3 h;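 active = lowest replicate activation of at least 40%, so every replicate reaches that level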;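 also: 0% = median of neutral control wells and 100% = median of IBMX positive control wells; some compounds called inactive have numbers as strong as hits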
# F508del corr = F508del CFTR correction, initial screen, CFBE line, single point; CFBE cells, YFP halide quenching; stimulated with forskolin plus potentiator P3; % fluorescence drop versus neutral controls; activity (quench increase), % at 7.58 µM; 350,000 tested, 0.36% active; AID 720511, 2013;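 active = mean added fluorescence quench of at least 8% versus neutral control, with both replicates also reaching 8%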;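 also: cells transiently co-express mutant CFTR-F508del with the halide-sensitive YFP; corrector assay measuring rescue of mutant channel to the surface after 24 h compound exposure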
# E-sel inducer = E-selectin induction in HUVECs, primary screen, imaging, HUVEC, immunofluorescence imaging, single point. P16581. normalized: neutral wells 0, TNF-alpha wells 100. activation, % at 7.58 µM. 260,000 tested, 0.37% active. AID 686992, 2013;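 active = mean E-selectin-positive cell signal at least 10% of the positive control, reached in at least 60% of replicates, without over 20% cell loss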;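 also: in these data hits start at about 27%; measured in HUVEC primary endothelial cells; signal is the percent of cells scored E-selectin positive by PE staining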
#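 System: HUVEC, human umbilical vein endothelial cells; quantity: 3,000 cells/well; buffer or medium: EGM-2 medium, gelatin-coated wells; dosing: single-point compound dose; detection: immunofluorescence imaging; evaluation: % PE-positive cells; benchmarks: TNF-alpha, DMSO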
# * = called active by the depositor; / = not tested or not shown; & = joins results of further samples.
SMILES,CASP6 VEID inh,RAD52 anneal inh,DENV2 CPE rescue,XiGFP reactiv,RAD54 branch,INS-1E GSIS act,F508del corr,E-sel inducer
CN(C)S(=O)(=O)c1ccc(C(=O)N2CCN(S(=O)(=O)c3cccs3)CC2)cc1,0.4,-1.5,3.0,0.0,/,13.9,0.1,/
COc1ccc(S(=O)(=O)NCc2ccccn2)cc1NC(=O)c1ccccc1F,-0.8,-2.3,1.0,0.7,-6.4,8.3,8.6*,0.8
C[C@H]1CN([C@@H](C)CO)C(=O)c2cc(NC(=O)C3CC3)ccc2O[C@H]1CN(C)C(=O)Nc1ccccc1,-7.3,13.0,-1.5,-0.5,-3.0,7.6,-1.7,-9.0
CC(=O)Nc1ccc2nc(NC(=O)c3cccs3)sc2c1,3.6,1.8,1.1,-0.1,-10.1,0.2,3.5,0.6
CN(C)C(=O)c1cccc(-c2ccc([C@@H]3[C@H](CO)N4C(=O)CN(C(=O)C5CCCC5)C[C@@H]34)cc2)c1,0.9,-6.3,19.1,0.0,/,-5.6,-0.9,-0.7
Cc1ncsc1CCC(=O)N1CCCC(C(=O)c2cccc(Cl)c2)C1 (centres undefined),1.0,-7.0,-7.5,0.1,-4.0,-7.1,-1.5,-0.1
NC(=O)CC(NC(=O)Cc1ccc(Br)cc1)c1ccc(N2CCC(Cc3ccccc3)CC2)c([N+](=O)[O-])c1 (centres undefined),-2.8,-1.8,-5.5,0.1,4.9,8.4,-1.0,0.7
COc1ccc(NC(=O)c2cnc(SC)nc2)cc1,0.2,7.7,5.0,0.0,3.4,-7.5,-1.2,0.4
CN(CCOc1ccccc1)C(=O)C1CCC(=O)N(CCCN2CCCC2=O)C1 (centres undefined),-3.8,-3.4,0.1,0.0,5.8,5.7,1.2,-0.2
C[C@H](CO)N1C[C@H](C)[C@@H](CN(C)C(=O)Nc2ccccc2)Oc2ccc(NS(=O)(=O)c3ccc(F)cc3)cc2C1=O,2.8&-0.9,-15.2&-6.6,1.7&1.7,0.2&0.0,-0.8&-0.6,2.9&-9.8,-0.8&-0.4,0.7&0.1
NS(=O)(=O)c1ccc(CNC(=S)NC2CCCCC2)cc1,-1.9,5.4,-1.0,3.0,2.4,-6.9,5.4,-0.2
O=C(NC1CCCCC1)c1cc2cc(Br)ccc2o1,-0.9,-4.7,-8.4,0.0,-2.7,4.6,-1.5,0.0
CCn1c(C2CCN(Cc3ccccc3)CC2)n[nH]c1=S,2.7,-17.4,2.6,0.1,/,-8.4,2.2,3.4
C[C@@H]1CN([C@@H](C)CO)S(=O)(=O)c2ccc(C#C[C@@H](C)O)cc2O[C@@H]1CN(C)Cc1ccc(-c2ccccc2)cc1,-1.6,12.3,-1.8,0.1,-0.1,-12.7,0.9,0.1
COc1ccccc1/C=C/CN1CCC(CO)(Cc2ccccc2)CC1,-2.1,-5.4,11.0,0.0,/,-21.6,0.6,/
C[C@@H]1CN([C@@H](C)CO)C(=O)c2cc(NS(=O)(=O)c3cccs3)ccc2O[C@@H](C)CCCCO[C@H]1CN(C)C(=O)c1ccncc1,3.6,1.0,-5.5,0.3,-3.8,3.5,0.6,0.2
COc1cccc(Nc2ccc(C(=O)O)cc2N)c1,5.3,-51.1,-5.4,0.0,-17.4,-1.5,-2.4,0.0
COC(=O)C1C(=O)NCC1c1ccc(C)cc1 (centres undefined),-5.3,-1.5,/,/,2.5,11.8,-2.1,/
CCSc1nnc(NC(=O)CC(C)C)s1,-7.9,-10.2,-1.8,0.6,/,11.7,-1.9,-0.4
COC(=O)[C@@]1(C)[C@H]2C(=O)N(Cc3ccccc3)C(=O)[C@H]2[C@H]2CN=C(SCc3ccc(Cl)cc3)N21,2.8,-7.1,-0.7,0.0,10.2,-41.9,0.5,/
CC1=NN(c2nc3ccccc3s2)C(O)(C(F)(F)F)C1 (centres undefined),1.6,3.0,-3.7,0.4,-6.2,-8.2,1.2,1.7
CN(CC(=O)N(CCO)Cc1ccccc1)S(=O)(=O)c1ccc2c(c1)c(=O)n(C)c(=O)n2C,2.3,-6.5,-6.1,0.0,-6.4,-3.7,0.8,/
Cc1ccc(S(=O)(=O)N2CCOCC2)cc1NC(=O)CSCc1c(C)noc1C,1.5,-8.5,-3.4,-0.4,1.4,-4.2,1.6,/
COc1ccc(COC(=O)N/N=C/c2cccs2)cc1,-2.0,-15.3,8.6,0.0,-6.8,0.6,-1.0,/
COc1ccccc1CNS(=O)(=O)CCNCc1ccco1,1.4,-3.1,-8.2,0.0,9.4,7.4,1.0,-0.2
Cc1cc(C)nc(NC(=O)CSc2nccc(C)n2)n1,-2.0,-10.8,0.6,0.4,-6.0,-4.4,-0.4,/
CCOc1ccc(S(=O)(=O)NCc2ccccc2OC)cc1,0.2,-1.5,-1.3,0.1,-3.4,0.5,1.5,0.0
COCC(=O)N(C)C[C@H]1Oc2cc(C#CC(C)(C)O)ccc2S(=O)(=O)N([C@@H](C)CO)C[C@H]1C,0.1,8.9,-9.7,0.5,8.6,9.1,1.1,0.0
Cc1cccc(NC(=O)c2nc[nH]c2C(=O)N[C@@H](CC(C)C)C(=O)OCc2ccccc2)c1,-1.1,-21.9,-16.2,0.0,-4.3,13.0,1.2,/
O=S1(=O)N[C@H](Cc2ccccc2)COc2cc(N3CCC[C@H]3CO)ccc21,-4.1,-20.9,/,0.0,/,-7.6,-1.7,0.5
COc1cc(CN2CC3(CCN(C(=O)Nc4c(C)noc4C)CC3)c3c(n(C)c4cc(OC)ccc34)[C@@H]2CO)cc(OC)c1,-1.0,-67.4,0.6,0.0,/,-11.2,1.6,0.0
O=C(CSc1nc2[nH]ncc2c(=O)[nH]1)Nc1ccc(F)cc1,1.5,-10.3,5.2,0.0,-1.2,5.7,-0.4,/
CN1C(=O)c2cc(NC(=O)c3cnccn3)ccc2OC[C@@H]2O[C@H](CC(=O)N[C@@H]3CCN(Cc4ccccc4)C3)CC[C@@H]21,-25.8,3.4,3.1,0.0,4.7,7.1,-0.7,-0.3
C/C=C/c1ccc([C@@H]2[C@@H](CO)N(C(C)=O)[C@H]2CN(CC)C(=O)CN(C)C)cc1,-11.6,-6.1,-0.4,0.0,-8.1,-3.2,-3.2,-0.1
COC(=O)c1ccc(/C=N/Nc2nc(N3CCCCC3)nc(N3CCCCC3)n2)cc1,-2.8,2.0,-1.0,0.0,/,-0.6,-0.4,/
COc1ccccc1OCc1ccc(C(=O)Nc2ccc(Cl)cn2)o1,-3.4,-8.2,/,0.2,/,-0.9,-0.4,/
C#CCOCCOCCOCCNc1nc(N2CCN(C(=O)CCCCCCCCCCNC(=O)[C@H](CO)n3cc(CCCSC)nn3)CC2)nc(N2CCN(C(=O)CCCCCCCCCCNC(=O)[C@H](CCCCN)n3cc(CCO)nn3)CC2)n1,-302.6,54.7*,-2.3,-0.3,-3.1,-9.4,-0.5,0.0
C[C@@H]1CN([C@H](C)CO)C(=O)c2cccc(NC(=O)Nc3ccccc3)c2O[C@@H]1CN(C)C(=O)Nc1ccccc1,-1.2,7.9,-3.6,0.0,-5.7,-13.2,4.2,0.2
COc1ccc(Cl)cc1NC(=O)CSc1nnc(C2CC2)n1C,-1.0,-15.9,2.6,0.1,3.4,18.2,-1.0,/
CC(c1ccccc1)C1CC(=O)N(c2ccc(C(=O)O)cc2)C1=O (centres undefined),1.4,-7.2,3.2,/,-1.5,2.7,0.0,/
CC(=O)NC[C@@H]1[C@@H](c2ccc(-c3cccnc3)cc2)[C@@H](CO)N1C(=O)CC1CC1,0.1,-18.5,-12.3,0.1,/,16.1,-2.4,-0.1
CCCCn1nnnc1C(c1cc2ccccc2o1)N1CCN(c2cc(C)nc3ccccc23)CC1 (centres undefined),3.5,-27.7,-0.2,6.4,/,-21.9,2.5,0.2
O=C([C@@H]1[C@@H](CO)[C@@H]2Cn3c(ccc(C4=CCCCC4)c3=O)[C@H]1N2Cc1nccs1)N1CCCCC1,3.3,2.5,-3.9,0.3,1.1,-6.2,/,-0.2
Fc1ccc(CNCc2ccccc2Cl)cc1,-3.6,-1.5,-0.9,-0.1,/,-0.7,-3.2,/
COc1ccc(NC(=O)Nc2ccc3c(c2)[C@@H]2C[C@H](CC(=O)NCC4CC4)O[C@@H](CO)[C@@H]2O3)cc1,0.2,-1.2,-3.5,-0.1,-5.0,-0.7,0.0,0.2
Cc1ccc(C(O)c2ncc(-c3ccccc3F)[nH]2)c(C)c1 (centres undefined),-2.1,-9.1,12.1,0.3,-1.4,/,-4.8,0.9
Cc1ccc(-c2nc3cnccn3c2Nc2ccccc2)o1,2.5,-13.7,11.9,-0.1,2.7,-29.6,0.6,0.0

# Filtered by structure: the entries above containing fluorine
SMILES,CASP6 VEID inh,RAD52 anneal inh,DENV2 CPE rescue,XiGFP reactiv,RAD54 branch,INS-1E GSIS act,F508del corr,E-sel inducer
COc1ccc(S(=O)(=O)NCc2ccccn2)cc1NC(=O)c1ccccc1F,-0.8,-2.3,1.0,0.7,-6.4,8.3,8.6*,0.8
C[C@H](CO)N1C[C@H](C)[C@@H](CN(C)C(=O)Nc2ccccc2)Oc2ccc(NS(=O)(=O)c3ccc(F)cc3)cc2C1=O,2.8&-0.9,-15.2&-6.6,1.7&1.7,0.2&0.0,-0.8&-0.6,2.9&-9.8,-0.8&-0.4,0.7&0.1
CC1=NN(c2nc3ccccc3s2)C(O)(C(F)(F)F)C1 (centres undefined),1.6,3.0,-3.7,0.4,-6.2,-8.2,1.2,1.7
O=C(CSc1nc2[nH]ncc2c(=O)[nH]1)Nc1ccc(F)cc1,1.5,-10.3,5.2,0.0,-1.2,5.7,-0.4,/
Fc1ccc(CNCc2ccccc2Cl)cc1,-3.6,-1.5,-0.9,-0.1,/,-0.7,-3.2,/
Cc1ccc(C(O)c2ncc(-c3ccccc3F)[nH]2)c(C)c1 (centres undefined),-2.1,-9.1,12.1,0.3,-1.4,/,-4.8,0.9
